S1P4 antagonist: antagonists of human S1P4 receptor; S1P4-expressing cells, antagonist mode, reporter read-out; inhibition, % at 4.98 µM; 220,000 tested, 0.26% active; in the data active means inhibition above about 29%;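 further: 0% = wells stimulated with agonist and 100% = vehicle wells without agonist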
TRPML3 agonist: activates the human TRPML3 channel; Q8TDD5; HEK293 TRPML3-YFP, Fluo-8 calcium fluorescence; 100% = the carbachol control signal; activation, % at 3 µM; 220,000 tested, 0.29% active;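 active means activation above its plate's cutoff, the mean activation of the plate's test wells plus 3 SD, cut at about 12% in these data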;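 further: 0% = DMSO only wells and 100% = carbachol wells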
Target sequence (Q8TDD5 whole entry, looked up): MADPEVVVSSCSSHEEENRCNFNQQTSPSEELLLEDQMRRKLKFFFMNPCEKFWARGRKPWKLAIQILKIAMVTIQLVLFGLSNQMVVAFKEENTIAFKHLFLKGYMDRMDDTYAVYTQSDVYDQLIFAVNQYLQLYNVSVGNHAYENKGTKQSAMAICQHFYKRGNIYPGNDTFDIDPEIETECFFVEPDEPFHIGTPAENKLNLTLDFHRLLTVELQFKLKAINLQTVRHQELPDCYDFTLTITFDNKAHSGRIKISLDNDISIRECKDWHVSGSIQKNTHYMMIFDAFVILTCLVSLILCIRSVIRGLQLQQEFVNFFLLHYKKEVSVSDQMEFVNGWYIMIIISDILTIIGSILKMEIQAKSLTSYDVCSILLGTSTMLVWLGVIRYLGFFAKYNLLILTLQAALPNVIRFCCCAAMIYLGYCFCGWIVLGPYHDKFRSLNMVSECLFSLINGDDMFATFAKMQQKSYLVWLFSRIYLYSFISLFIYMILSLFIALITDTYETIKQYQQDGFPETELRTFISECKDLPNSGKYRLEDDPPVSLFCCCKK
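Test system: TRPML3-YFP stable HEK293 cells. Doses: single point at 3 µM. Incubation: dye loading 1 h 37 °C then 30 min ambient, 125 s read. Signal: Fluo-8 calcium dye fluorescence, ex 470-495, em 515-575 nm. Measure: percent activation from peak-to-basal fluorescence ratio, scaled between DMSO and carbachol.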
EP2 modulator: EP2 receptor (human) modulation. EP2-expressing cells, cAMP HTRF FRET, PGE2 co-stimulation. induction, % at 25 µM. 260,000 tested, 0.83% active. AID 940;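 active means compounds whose cAMP rise, as percent of the full-agonist control response, exceeds 60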;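 further: rat C6 glioma line stably carrying human EP2 under a CMV promoter; the protocol text gives 20 µM as final concentration; 100% = response of wells given 1 µM PGE2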
Target sequence (P43116 whole entry, looked up): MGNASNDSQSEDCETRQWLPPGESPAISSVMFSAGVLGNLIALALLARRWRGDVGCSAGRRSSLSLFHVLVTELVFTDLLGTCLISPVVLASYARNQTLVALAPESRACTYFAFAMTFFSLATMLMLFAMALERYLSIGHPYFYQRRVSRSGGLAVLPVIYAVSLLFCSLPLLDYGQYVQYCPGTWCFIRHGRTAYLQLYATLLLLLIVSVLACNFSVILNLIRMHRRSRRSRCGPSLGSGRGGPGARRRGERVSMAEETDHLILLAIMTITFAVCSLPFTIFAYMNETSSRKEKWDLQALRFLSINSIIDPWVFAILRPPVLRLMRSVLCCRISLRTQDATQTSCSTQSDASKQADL
PERK inh: inhibitors of human PERK kinase; 220,000 tested, 0.17% active; CHO PERK-DD fusion, SEAP luminescence translation reporter; inhibition, % at 5.6 µM; Q9NZJ5;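 active means inhibition above the mean inhibition of all tested compounds plus 3 SD, set separately per screening campaign, cut at about 2.9% in these data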;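 further: PERK kinase domain activated by AP20187 dimerizer at 100 nM; 0% = DMSO with dimerizer and 100% = rapamycin at 8.4 µM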
Ba/F3 V617F tox: reduce viability of Ba/F3 cells dependent on JAK2V617F. inhibition, % at 5.6 µM. Ba/F3 EpoR-JAK2V617F viability, ATP luminescence. 220,000 tested, 1.1% active;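 active means inhibition above the campaign mean plus 3 SD over all tested compounds, cut at about 24% in these data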;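 further: cytokine-independent growth of Ba/F3 cells driven by EpoR plus mutant JAK2; 0% = DMSO-treated cells and 100% = JAK inhibitor I control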
BaF3 tox: parental Ba/F3 viability inhibition as JAK2V617F counter-screen. CellTiter-Glo ATP luminescence. inhibition, % at 5.6 µM. 220,000 tested, 1.1% active;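 active means inhibition above a per-campaign cutoff, the mean inhibition of all tested compounds plus 3 SD, cut at about 27% in these data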;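 further: 0% = DMSO wells and 100% = JAK Inhibitor I control wells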
m-calpain inh: inhibitors of pig calpain II; purified calpain II, fluorogenic peptide substrate, 30 min; inhibition, % at 16 µM; 220,000 tested, 0.37% active; AID 1236;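 active means inhibition above about 50%, limit read from the data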
TRPN1 ag: agonists of zebrafish TRPN1 channel. HEK293 zebrafish TRPN1-YFP, Fluo-8 calcium fluorescence; 100% = response to 87 µM carbachol. activation, % at 3 µM. 220,000 tested, 0.18% active;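 active means activation above its plate's cutoff, the mean activation of test wells on that plate plus 3 SD, cut at about 19% in these data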;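 further: 0% = DMSO alone and 100% = 87 µM carbachol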
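Material – zebrafish TRPN1-YFP in HEK293 cells · Doses – 3 µM single point · Schedule – dye 1 h 37 °C plus 30 min RT · Signal – Fluo-8 calcium fluorescence, excitation 470-495 nm, emission 515-575 nm · Read-out – % activation versus carbachol response · Control set – carbachol high, DMSO low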
S1P4 agonist: activates the human S1P4 receptor | O95977 | 220,000 tested, 0.35% active | S1P4-expressing cell line, agonist reporter assay | activation, % at 4.98 µM; in the data active means activation above about 11%;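 further: 0% = DMSO vehicle and 100% = reference agonist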
An asterisk follows results filed as active; i = inactive; & = joins results of further samples.

Molecule,S1P4 antagonist,TRPML3 agonist,EP2 modulator,PERK inh,Ba/F3 V617F tox,BaF3 tox,m-calpain inh,TRPN1 ag,S1P4 agonist
Cc1ccc2c(c1)N=C(c1ccc(F)cc1)CO2,-5,-1.1,-2,1.0,-4,-1,18,0.1,1.9
Cc1ccc2nc(NC(=O)CS(=O)(=O)Cc3ccccc3)sc2c1,-15,0.6,-45&-13,0.5,3,1,37,0.9,1.2
CC(=O)c1c(C)[nH]c(C(=O)OCC(=O)NCC(C)C)c1C,-27,1.0,9,0.1,0,3,-11,0.5,1.2
CC(C)c1ccc(/C=C/C(=O)n2nnc3ccccc32)cc1,-21,1.1,-15,-0.4,2,5,5,0.8,2.5
Cc1cccc(C(C)C)c1-n1nnnc1-c1ccccc1,10,2.2,45,-0.5,-2,0,-1,-2.9,1.5
COCc1cc(C)nc2sc(C(=O)N3CCCC3)c(N)c12,2,0.2,12,-0.5,1,7,-14,0.2,2.0
Brc1nc(Br)n(Cc2ccccc2)n1,-8,0.1,25,0.9,-2,4,-5,0.3,1.6
COc1cccc(NC(=O)COc2ncnc3sc(C)c(C)c23)c1,-15,-0.7,-22,-0.8,0,4,0,-0.7,-4.2
OC(CN1CCCCC1)CN1CCCCC1,-7,-0.1,7,0.0,9,10,-10,-0.3,0.6
CC(C)CC(=O)N1CCC(O)(CS(=O)(=O)Cc2ccccc2Cl)CC1,-1,0.8,15,-0.2,-1,6,6,0.1,-0.1
O=C1CCCc2c1nc(-c1cccc(Cl)c1)n2O,3,-0.1,2,2.2,-3,-1,i,-0.4,-0.3
CCc1nnc(N/N=C/c2cccs2)n1N,-7,0.1,27,1.4,3,0,6,-0.1,1.2
O=C(CN1C(=O)C2C3C=CC(C3)C2C1=O)NCCN1CCCc2ccccc21 (centres undefined),-11,0.4,8,-1.0,1,1,-44,0.6,-2.5
O=C(Nc1ccc(Cc2ccncc2)cc1)c1cc(F)c(F)cc1Cl,1,2.0,-59,0.4,2,2,-8,3.4,-0.9
CC12CCC(C(=O)Nc3ccc(SC(F)F)cc3)(CC1=O)C2(C)C (centres undefined),7,0.9,-11,0.8,-4,2,1,-3.7,0.9
O=c1[nH]c(=O)c2nc(-c3ccc(Cl)cc3)cnc2[nH]1,-23,0.6,24,0.5,1,3,i,-0.4,2.1
Cc1ccc(NC(=S)NNC(=O)c2c(Cl)c(C)nn2C)cc1,-12,1.7,27,0.1,-1,4,0,0.9,0.6
COC(=O)CSCc1nc2ccccc2[nH]c1=O,4,1.4,17,0.3,3,3,3,1.9,-0.5
CCOC(=O)c1sc(N(Cc2ccccc2)C(=O)COC(=O)c2cnccn2)nc1C,-2,0.7,9,1.1,4,7,-2,-1.2,-0.1
CN(CCOC(=O)c1ccc2c(c1)OCO2)C(C)(C)C,6,1.1,-5,0.2,-1,4,-11,0.1,0.5
CC(=O)c1cccc(NC(=O)c2cccc(S(=O)(=O)N(C)C)c2)c1,0,0.7,1,-0.4,2,3,21,1.3,2.6
CCOc1ccccc1N1CCN(S(=O)(=O)c2cc(C)ccc2OC)CC1,-23,-0.5,4,0.3,0,4,-7,-1.4,1.4
CCC(=O)c1ccc(N2CCN(C(=O)COc3ccccc3F)CC2)c(F)c1,-5,1.2,-81,-0.6,2,8,16,2.7,-0.1
CCn1nc(C(=O)OCC(=O)c2cc(C)n(Cc3cccs3)c2C)c2ccccc2c1=O,-4,-0.1,2,0.0,-4,0,-52,-0.1,0.1
CC1CCc2c(sc(N)c2C(N)=O)C1 (centres undefined),-6,-0.3,11,0.6,-2,5,-37,-1.6,-1.3
CC(=O)N(/C=C1\SC(=S)N(c2ccccc2)C1=O)c1ccccc1,9,0.7,-5,0.7,-1,-3,-4,1.3,0.7
COC(=O)CCC(=O)N1CN2CN(C(=O)CCC(=O)OC)CC([N+](=O)[O-])(C2)C1,0,0.5,2,1.3,-6,0,40,3.2,0.2
CCOc1ccc(-n2c(SCC(=O)Nc3cc(OC)c([N+](=O)[O-])cc3C)nc3ccccc32)cc1,1,0.5,8,-0.3,0,4,-3,1.4,0.0
CN1/C(=C\P(=O)(N(C)C)N(C)C)C(C)(C)c2ccccc21,-15,0.9,-9,1.1,61*,62*,-26,3.2,1.0
CCCCNC(=O)Nc1cc(C(F)(F)F)c[nH]c1=O,-4,0.4,-3,0.7,-2,1,-48,0.8,-1.1
CCC(=O)Nc1nnc(SCc2ccccc2F)s1,-11,0.3,-20,0.2,1,4,-6,0.1,-1.2
COc1ccc(-c2nnc(SCC(=O)NCc3cccs3)n2CC(C)C)cc1,-3,0.2,31,-1.2,3,5,1,-1.5,-0.6
COC(=O)COc1cccc(NC(=O)c2ccc(Cl)cc2)c1,-16,1.9,-7,0.6,0,3,10,1.8,0.3
Cc1ccccc1OCc1nnc(SCC(=O)Nc2ccc3nc(SCC(=O)Nc4ccccc4)sc3c2)n1C,0,0.4,7,0.3,-2,-3,-33,0.1,1.1
COc1ccc2[nH]c(=O)c(CN(C(=O)NC3CCCCC3)C3CCCCC3)cc2c1,-26,0.1,3&-10,-0.6,2,9,-171,-1.3,-0.3
S=C(NCC1CCCO1)Nc1cccc2ccccc12 (centres undefined),-8,0.4,-11,-1.2,1,3,-17,0.5,-0.3
CC12CCC(C/C1=N/OC(=O)c1cccc([N+](=O)[O-])c1)C2(C)C (centres undefined),0,1.6,-7,0.4,4,8,10,0.7,-1.2
NC(=O)C1CCN(Cc2nc3cc(Cl)ccc3c(=O)[nH]2)CC1,-12,0.7,27,0.5,3,5,-17,-0.2,-0.6
CC1CCN(c2ccccc2NC(=S)NC(=O)c2cccs2)CC1,13,1.2,48,1.2,-6,1,-4,-0.2,0.9
COC(=O)Nc1nnc(-c2ccccc2OC)s1,6,1.7,1,-1.2,-2,-1,-51,5.6,0.0
O=C(c1cnn(C(=O)COc2ccc(Cl)cc2)c1)c1ccccc1O,-10,0.8,-52,0.8,-1,5,1,0.9,1.1
NS(=O)(=O)c1ccc(NC(=O)CSc2nnc(Cc3cccs3)n2-c2ccccc2)cc1,1,0.3,9,0.1,-1,-1,-3,0.7,1.6
O=C(c1ccco1)N1CCn2cccc2C1c1ccccc1 (centres undefined),-3,-0.2,14,0.5,-6,3,28,-2.1,0.0
O=C1NC(=O)/C(=C/c2ccc(O)cc2)S1,-1,0.5,-10,0.7,1,3,7,1.0,-3.0
Cc1ccc(/C=C2\C(=O)Nc3ccccc32)o1,2,-1.1,-15,0.3,-3,0,-11,0.2,-2.9
CCCc1[nH]n(-c2ccc([N+](=O)[O-])cc2)c(=O)c1C=NCCc1c[nH]c2ccccc12,-11,0.3,-23,0.9,2,0,33,2.4,-2.5
CCNC(=S)Nc1ccc(Cc2ccncc2)cc1,-17,0.2,-28,0.5,-2,0,-4,0.8,-0.2
CCC(C)C(NC(=O)c1ccccc1NC(=O)c1ccc(OC)cc1)C(=O)NCc1ccco1 (centres undefined),2,1.2,38,0.0,-2,11,-121,-0.3,-0.7

One compound at a time, as listed above:
Entry for Cc1ccc(/C=C2\C(=O)Nc3ccccc32)o1 → S1P4 antagonist = 2; TRPML3 agonist = -1.1; EP2 modulator = -15; PERK inh = 0.3; Ba/F3 V617F tox = -3; BaF3 tox = 0; m-calpain inh = -11; TRPN1 ag = 0.2; S1P4 agonist = -2.9
Entry for O=C(c1cnn(C(=O)COc2ccc(Cl)cc2)c1)c1ccccc1O → S1P4 antagonist = -10; TRPML3 agonist = 0.8; EP2 modulator = -52; PERK inh = 0.8; Ba/F3 V617F tox = -1; BaF3 tox = 5; m-calpain inh = 1; TRPN1 ag = 0.9; S1P4 agonist = 1.1

Following part
Molecule,S1P4 antagonist,TRPML3 agonist,EP2 modulator,PERK inh,Ba/F3 V617F tox,BaF3 tox,m-calpain inh,TRPN1 ag,S1P4 agonist
COc1ccc(/C=C/C(=O)Nc2cc(=O)n(C)c(=O)n2C)cc1,-38,1.4,-16,0.9,0,1,-11,-0.1,0.7
O=C(Nc1ccc(Cl)cc1)N[C@@H]1c2c(ccc3ccccc23)OC[C@@H]1CO,0,1.6,-40,0.3,-1,6,-86,4.3,-2.8
CC(C)c1ccc(N2C(=O)/C(=C/N(C)C)SC2=S)cc1,6,1.8,-18,-0.8,-4,3,31,7.3,-0.5
CN1CCN(C(=O)/C=C\c2ccc(Cl)cc2)CC1,-4,0.5,-9,-0.7,7,9,22,2.0,-1.3
S=C(NCc1ccc2c(c1)OCO2)NC1CC1,-6,0.7,16,1.7,-3,-4,-2,1.9,-0.9
Cc1cc(Nc2ccc3c(c2)OCCO3)n2ncnc2n1,13,1.3,-14,2.4,0,3,-14,0.6,-0.6
CCOc1ccccc1NC(=O)C(C)CC (centres undefined),-12,0.5,27,0.0,4,1,13,1.1,3.9
Cc1ccc(-c2nn(C(C)(C)C)c3ncnc(N)c23)cc1,-15,-0.1,6,-1.0,1,1,-2,-1.2,1.0
CCOC(=O)c1cnn(CCOC(=O)C(C)(C)C)c1NC(=O)C(C)(C)C,-23,-0.4,20,-0.7,-3,0,-26,4.3,-0.5
COc1ccccc1C(=O)Nc1cccc(NC(C)=O)c1,-24,0.4,-9,0.2,1,4,30,-0.6,1.4
CC(C)OC(=O)Cn1nnc2c(cnn2-c2ccccc2)c1=O,-3,0.9,17&22,2.1,5,4,-11,0.1,0.5
Cc1c(C(=O)Nc2ccccc2C(=O)N2CCOCC2)cccc1[N+](=O)[O-],-7,0.4,10,0.5,-1,4,-4,-0.7,0.5
CCOC(=O)c1ccc(N2C(=O)CC(N(C)Cc3ccccc3)C2=O)cc1 (centres undefined),1,0.1,25,0.2,-4,-1,6,0.9,1.0
OC12CCCCC1C(c1ccc3c(c1)OCO3)N(Cc1ccc(F)cc1)CC2 (centres undefined),-16,-0.6,34,-0.4,-2,7,20,-0.2,-0.7
CC(NS(=O)(=O)c1ccc(Br)cc1)C(=O)NCCc1ccccc1 (centres undefined),-6,0.2,-1,-0.4,1,7,-5,0.8,-0.3
Clc1ccc(CSc2nnc(Cn3cnc4ccccc43)o2)cc1,-45,0.8,-13&-74,-0.7,-3,4,-34,5.2,0.0
CN(C)S(=O)(=O)c1ccc(NC(=O)c2cc3ccccc3o2)cc1,-4,0.8,-27,-0.6,0,2,26,1.7,1.5
CCN1C(=O)c2ccccc2S(=O)(=O)c2ccc(C(=O)NCc3cccnc3)cc21,3,0.1,-6,0.4,0,3,-20,1.5,0.2
COC1CCCN(C(=O)c2ccc(OC3CCN(CCc4ccccc4)CC3)cc2)C1 (centres undefined),-1,0.3,-28,1.4,-3,1,20,-0.7,-2.4
CCCC/C(C)=N/NC(=O)c1cn(-c2ccccc2)nc1-c1ccccc1,-15,0.6,20,0.5,-1,9,19,0.6,1.2
O=C(COC(=O)Cc1ccsc1)Nc1ccccc1,-11,-0.2,16,0.6,-3,4,-22,-0.8,1.6

Screening results: PubChem, several laboratories
